# MBNL1-CUG inh: inhibitors of human MBNL1 binding to CUG repeat RNA. Q9NR56. TR-FRET MBNL1-His/biotin-(CUG)12 binding, 665/545 ratio. Potency, µM (top dose mostly 57.5 µM), for inactives: at the highest dose activity change, negative = inhibition, actives largely listed as inhibitors. 0.036% of 280,000 active. AID 2675; active = well fitted inhibition curve with a large enough effect in the signal ratio, with a control signal flat, not every such curve was filed as active; inconclusive = small, poorly fitted or top-dose-only effect, or effect the other way, or a change in a side signal; inactive = no such curve, though single readings can be large or run the other way; the % refers to the signal ratio; also: % is scaled to controls: 0 for no effect and ±100 for the full control effect
#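 MBNL1-His + Biotin-(CUG)12, cpd titration 92 nM–58 uM; Tb anti-His Ab 0.055 ng/ul, SA-XL665 5 nM (final); 60 min RT; ratiometric 665/545 nm, Ex 340 nm; normalized to buffer and full-complex controls.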
# p53 reactivation: restores transcriptional activity of mutant p53; H1299 p53-A138V BP100-luciferase reporter, luminescence, 24 h; Potency, µM (titrated, usually from 92.2 µM), without a hit: at the highest dose activity change, positive = activation, usual class: activators; 0.063% of 320,000 active; AID 504706; also: % of control where 0% means no effect; nearly all actives have a fitted effect of over 45% in size
#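 p53-null H1299 cells stably carrying temperature-sensitive p53-A138V and a BP100-luciferase reporter were pinned with compounds (4-point, 1:5 series) and held 24 hrs at 37 deg C. Luminescence was read 10 min after detection reagent.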
# FLuc modulator: inhibits or activates purified firefly luciferase, miR-21 counter-screen | purified FLuc, Km substrates, luminescence inhibition | Potency, µM (highest dose often 57.5 µM), inactives show top-dose activity change, negative = inhibition, hits mostly inhibitors | 6.9% of 360,000 active;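 also: plate controls were vehicle for no effect and reference inhibitor for full effect; nearly all actives have a fitted effect of over 55% in size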
# Target sequence (P08659 whole entry, looked up): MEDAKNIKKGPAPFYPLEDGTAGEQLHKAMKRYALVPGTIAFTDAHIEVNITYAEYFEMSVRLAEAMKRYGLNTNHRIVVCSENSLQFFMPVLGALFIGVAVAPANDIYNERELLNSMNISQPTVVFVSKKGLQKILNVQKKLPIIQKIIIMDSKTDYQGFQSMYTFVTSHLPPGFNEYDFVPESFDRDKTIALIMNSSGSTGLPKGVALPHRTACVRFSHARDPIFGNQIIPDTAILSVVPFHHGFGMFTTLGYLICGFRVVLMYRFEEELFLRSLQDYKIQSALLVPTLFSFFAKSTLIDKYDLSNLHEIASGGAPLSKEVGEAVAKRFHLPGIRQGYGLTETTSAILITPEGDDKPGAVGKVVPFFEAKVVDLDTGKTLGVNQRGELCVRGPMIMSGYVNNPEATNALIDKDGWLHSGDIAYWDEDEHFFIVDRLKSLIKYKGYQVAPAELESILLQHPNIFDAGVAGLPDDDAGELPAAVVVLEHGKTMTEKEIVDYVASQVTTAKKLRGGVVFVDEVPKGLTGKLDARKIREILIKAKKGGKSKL
#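 Biochemical qHTS of compounds, final roughly 60 µM downward over six points, against 10 nM purified firefly luciferase using Km concentrations of substrates (10 uM D-luciferin, 10 uM ATP) in Tris acetate pH 7.5 buffer; luminescence output.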
# uPA surface inh: inhibitors of cell surface uPA generation; cell surface uPA generation assay, qHTS; Potency, µM (doses to about 38.3 µM), without a hit: top-dose activity change, negative = inhibition, usual class: inhibitors; 0.31% of 330,000 active; AID 540303; active = well fitted inhibition curve with a large enough effect; inconclusive = small, poorly fitted or top-dose-only effect; inactive = no such curve, though single readings can be large or run the other way; tested in mouse RAW 264.7 cells; also: % is scaled to controls: 0 for no effect and ±100 for the full control effect; nearly all actives have a fitted effect of over 55% in size
# Gal4-VP16 FLuc: counter-screen for ROR gamma inhibitors: Gal4-VP16 reporter; Drosophila S2 Gal4-VP16 UAS-luciferase, luminescence, 20 h; Potency, µM (doses to about 53.6 µM), without a hit: at the highest dose activity, negative = inhibition, most hits filed as inhibitors; 3.5% of 310,000 active;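 also: Gal4-VP16 expression switched on by copper sulfate through the metallothionein promoter; % is scaled to controls: 0 for no effect and ±100 for the full control effect; nearly all actives have a fitted effect of over 50% in size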
# BRCA1 expr act: increases BRCA1 expression | MCF7-BRCA1-FFLuc reporter, luminescence, 48 h; response scale: scaled: vehicle 0%, 10 µM genistein 100% | Potency, µM (highest dose often 46.1 µM), for inactives: at the highest dose activation, usual class: activators | 1.1% of 380,000 active | AID 624202; also: nearly all actives have a fitted effect of over 80% in size; some results filed as inactive show a strong effect at the top dose
#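 MCF7-BRCA1-FFLuc cells, 2000/well in phenol-red-free MEM, attached 2 h then treated 48 h at 37 C. Luciferase luminescence read 15 min after reagent; normalized to genistein maximum activation (10microM) and DMSO, concentration-response fitted.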
# Rab9 prom act: activates the Rab9 promoter; 2.8% of 320,000 active; Huh7 Rab9 promoter-luciferase reporter, luminescence, 24 h; Potency, µM (top dose mostly 9.22 µM), inactives show at the highest dose activation, negative = inhibition, hits mostly activators; also: % of control where 0% means no effect; nearly all actives have a fitted effect of over 60% in size
#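 Using Huh7 cells stably transfected with Rab9 promoter–luciferase, compounds were incubated 24 h at 37 °C, 5% CO2; luciferase luminescence was read 10 min after reagent addition.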
# RORgamma inh: blocks mouse ROR gamma transcriptional activity | Drosophila S2 Gal4-RORgamma UAS-luciferase reporter, 20 h | AID 2551 | P51450 | Potency, µM (doses to about 53.6 µM), for the others: at the top dose activity change, negative = inhibition, most hits filed as inhibitors | 5.4% of 310,000 active; also: % is scaled to controls: 0 for no effect and ±100 for the full control effect; nearly all actives have a fitted effect of over 60% in size
# Target sequence (P51450 whole entry, looked up, the tested form may be a part): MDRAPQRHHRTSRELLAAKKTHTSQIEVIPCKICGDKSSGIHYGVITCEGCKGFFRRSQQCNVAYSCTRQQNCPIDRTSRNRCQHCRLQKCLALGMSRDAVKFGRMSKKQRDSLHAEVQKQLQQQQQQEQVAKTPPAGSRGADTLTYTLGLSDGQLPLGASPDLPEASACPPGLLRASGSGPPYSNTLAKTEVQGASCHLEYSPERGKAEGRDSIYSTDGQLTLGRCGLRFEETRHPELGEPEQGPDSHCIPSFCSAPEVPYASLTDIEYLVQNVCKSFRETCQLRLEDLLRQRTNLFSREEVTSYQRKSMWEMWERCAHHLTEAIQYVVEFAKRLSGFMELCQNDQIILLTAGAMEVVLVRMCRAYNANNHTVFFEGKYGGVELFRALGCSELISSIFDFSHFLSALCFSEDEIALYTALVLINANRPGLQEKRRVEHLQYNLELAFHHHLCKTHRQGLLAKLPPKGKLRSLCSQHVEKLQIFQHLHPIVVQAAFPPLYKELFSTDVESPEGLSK
#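 Compounds are pin-transferred onto Drosophila Schneider cells expressing a copper-inducible Gal4–ROR gamma transactivation domain fusion. After 1 hr, copper sulfate is added to 700 uM final; luciferase is read 20 hr later.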
# ELG1 genotoxic: genotoxicity induction in ELG1-luciferase HEK293T cells. HEK293T ELG1-luciferase reporter, luminescence, 16 h. Potency, µM (titrated, usually from 46 µM), without a hit: top-dose activity change, positive = activation, most hits filed as activators. 1.3% of 330,000 active; also: % of control where 0% means no effect; nearly all actives have a fitted effect of over 60% in size
#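 Genotoxic stress is detected as increased luminescence from luciferase-tagged ELG1 in HEK293T cells, measured with ONE-Glo after a 16 hr treatment at 37 °C.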
# NPC1 promoter act: NPC1 promoter activation | Huh7 NPC1 promoter luciferase reporter, 24 h | Potency, µM (highest dose often 9.22 µM), without a hit: top-dose activation, hits mostly activators | 2.4% of 320,000 active;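 also: % of control where 0% means no effect; nearly all actives have a fitted effect of over 60% in size; reporter is driven by a mutant NPC1 promoter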
#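 Stably transfected Huh7 (NPC1 promoter→luciferase), 1500 cells/well in Opti-MEM + 10% FBS, 2 h settle, then compound 24 h at 37 °C. Luminescence after 10 min with Amplite reagent.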
# The depositor's hits bear a star; ? = inconclusive; / = no result given; [ ] = remark or other dose. Unless noted, calls follow the shape of the dose curve; as a rule, active = well fitted curve in the direction sought with a large enough effect; inconclusive = small, poorly fitted or top-dose-only effect, or another doubt; inactive = no such curve, though single readings can be large; an effect the other way counts as inactive or inconclusive. Potency is read from the fitted curve at half-maximal effect.
SMILES,MBNL1-CUG inh,p53 reactivation,FLuc modulator,uPA surface inh,Gal4-VP16 FLuc,BRCA1 expr act,Rab9 prom act,RORgamma inh,ELG1 genotoxic,NPC1 promoter act
COc1ccc(CCNC(=O)CSc2nc(O)cc(=O)[nH]2)cc1OC,-8.0%,-1.1%,4.0%,1.4%,-6.2%,-0.7%,-6.8%,3.8%,0.6%,-1.9%
Cc1ccc(C(=O)NCCN2CCNC2=O)cc1,/,10.0%,-20.4%,-2.3%,-15.6%,87.1%,?,-26.3%,?,24.8%
CCOC(=O)CN1CC23C=CC(O2)C(C(=O)NCc2ccc(F)cc2)C3C1=O (stereo not given),-3.9%,9.8%,8.0%,9.6%,3.4%,6.6%,-1.3%,?,0.5%,-3.5%
CC(Oc1ccc(Br)cc1)c1nc2c3ccccc3nc(=S)n2[nH]1 (stereo not given),-5.3%,-4.2%,?,-9.9%,1.26µM*,-72.6%,-1.9%,0.282µM*,-21.7%,-4.8%
CCOC(=O)CCc1c(C)c2ccc(OCc3nn[nH]n3)cc2oc1=O,-5.0%,-0.1%,?,-2.8%,-7.5%,-8.0%,-6.8%,-7.3%,0.1%,0.1%
O=C1/C(=C/c2cccnc2)CC/C1=C\c1cccnc1,-5.4%,14.2%,?,-0.7%,-18.5%,-5.0%,-8.6%,0.7%,-22.4%,-1.6%
O=C(O)CCc1ccc(S(=O)(=O)NCCc2ccccc2)cc1,-1.6%,5.9%,-1.7%,/,-1.0%,-10.4%,-10.9%,-6.9%,0.7%,2.3%
CN(CC(=O)Nc1ccccc1Cl)CC(=O)Nc1ccccc1[N+](=O)[O-],?,-3.9%,-0.7%,13.0%,-16.2%,1.4%,-0.2%,10.6%,-5.4%,-0.5%
CC(=O)c1ccc(NC(=O)c2ccc3c(=O)n4c(nc3c2)CCCCC4)cc1,3.2%,-5.7%,-18.5%,-3.6%,5.0%,-13.1%,1.6%,16.4%,-8.0%,-5.5%
O=C(Nc1c2c(nn1-c1ccc(Cl)cc1)CS(=O)(=O)C2)c1ccc2c(c1)OCO2,-4.0%,-15.9%,6.7%,/,2.6%,-20.8%,-2.1%,26.1%,-2.1%,1.2%
O=C(N/C(=C\c1cn(-c2ccccc2)nc1-c1ccccc1)C(=O)N1CCOCC1)c1ccccc1,?,?,3.3%,/,1.0%,/,-1.4%,-0.8%,0.4%,-0.9%
COc1ccccc1CC(=O)Nc1ccccc1C(=O)O,-1.9%,-1.7%,1.0%,/,10.2%,30.5%,-4.9%,34.9%,1.2%,-0.1%

# 3 compounds from above, ordered by their value in Rab9 prom act, high to low:
SMILES | p53 reactivation | uPA surface inh | Rab9 prom act | RORgamma inh | NPC1 promoter act
CC(=O)c1ccc(NC(=O)c2ccc3c(=O)n4c(nc3c2)CCCCC4)cc1 | -5.7% | -3.6% | 1.6% | 16.4% | -5.5%
CCOC(=O)CCc1c(C)c2ccc(OCc3nn[nH]n3)cc2oc1=O | -0.1% | -2.8% | -6.8% | -7.3% | 0.1%
O=C(O)CCc1ccc(S(=O)(=O)NCCc2ccccc2)cc1 | 5.9% | / | -10.9% | -6.9% | 2.3%

# (next part)
SMILES,MBNL1-CUG inh,p53 reactivation,FLuc modulator,uPA surface inh,Gal4-VP16 FLuc,BRCA1 expr act,Rab9 prom act,RORgamma inh,ELG1 genotoxic,NPC1 promoter act
COc1ccc(S(=O)(=O)NC(CC(=O)N2CCc3ccccc32)c2ccco2)cc1 (stereo not given),-2.0%,-15.7%,4.0%,-5.7%,1.6%,-26.0%,-7.6%,25.8%,-1.7%,-1.3%
COc1cc2[nH]c3c(=O)n(N)c(=O)[nH]c3c2cc1OC,-0.7%,-2.2%,-0.9%,-0.5%,-13.9%,25.1%,-0.2%,21.5%,1.5%,-1.5%
COc1cccc(Nc2nnc(Cc3cccnc3)c3ccccc23)c1,10.2%,-13.5%,-4.4%,-3.9%,-2.1%,-19.3%,-1.1%,14.6%,1.6%,-2.4%
CC1Cc2cc(/C(O)=C3/C(=O)C(=O)N(CCCn4ccnc4)C3c3ccc(Br)cc3)ccc2O1 (stereo not given),5.0%,7.2%,0.0%,1.8%,-2.6%,-7.3%,3.6%,5.9%,3.7%,-2.9%
COc1ccc(N2CCN(c3nc(Cl)nc(N4CCOCC4)n3)CC2)cc1,-7.3%,-9.3%,-0.7%,0.6%,3.4%,-22.5%,0.2%,25.5%,-5.5%,-1.0%
Cc1cc(=O)[nH]c(SCC(=O)Nc2ccc3c(c2)CCC3)c1C#N,/,-0.2%,?,-13.6%,/,-7.0%,2.8%,/,1.5%,-0.4%
Cc1nnc(NC(=O)CSc2nnc(CNC(=O)c3ccc(F)cc3)o2)s1,-9.7%,?,3.5%,7.3%,1.6%,-23.0%,3.4%,15.4%,2.3%,-1.7%
COC(=O)c1nc(-c2ccccc2)oc1N(C)C,2.9%,-9.6%,-3.8%,/,/,-21.7%,-5.2%,4.0%[0.365 µM],4.8%,-1.9%
COc1cccc(CC(=O)OCC(=O)c2cc(OC)ccc2OC)c1,/,2.9%,-0.5%,-10.9%,/,7.1%,0.6%,/,0.1%,-0.2%
C=CCOC(=O)C1=C(C)N(C)C(=O)NC1c1cc2c(cc1Br)OCO2 (stereo not given),14.0%,-3.5%,-0.9%,-0.4%,9.8%,-22.5%,-1.3%,-16.5%,2.8%,8.3%
COc1ccc(CC(=O)NNC(=O)[C@@H]2CCCC[C@@H]2C(=O)O)cc1,1.1%,-3.4%,3.7%,5.6%,-5.8%,-6.7%,-5.9%,-4.3%,2.4%,-2.6%
COC(=O)COc1nc(C)c(Br)c(OC)n1,-5.8%,-6.5%,5.2%,2.3%,-1.5%,1.7%,1.7%,20.9%,-0.1%,-1.4%
OC(Cc1nc2ccccc2[nH]1)c1ccccc1Cl (stereo not given),-6.5%,13.3%,23.9µM*,-5.2%,-3.8%,65.4%,21.9%,1.1%,8.5%,24.4%
CC(=O)Nc1ccc(NC(=O)CN(C)S(=O)(=O)c2ccc3nc(C)sc3c2)cc1,-2.5%,-2.6%,-1.0%,3.1%,2.6%,0.1%,1.7%,-8.9%,0.7%,1.2%
COc1cc(/C=N/n2c(-c3ccc4c(c3)NC(=O)CO4)csc2=Nc2cccc(C)c2)ccc1O,?,-7.6%,?,-11.4%,?,-73.6%,-2.8%,?,-11.6%,-1.8%
O=C(OCC(=O)N1CCc2ccccc2C1)c1cccnc1Cl,-0.8%,6.4%,15.1µM*,0.9%,-14.8%,-8.2%,?,?,?,26.8%
CN(C)CCCOC(=O)c1sc2ccccc2c1Cl,?,5.1%,23.9µM*,1.9%,1.9%,19.1%,0.4%,-2.8%,4.0%,-8.3%
CC1(C)CC(=O)C=C(C(=O)N2CCCC(CCC(=O)NCc3ccccc3F)C2)O1 (stereo not given),-9.2%,4.9%,-5.5%,-2.1%,2.2%,25.9%,-0.9%,28.8%,6.8%,1.2%
Cc1ccc(NC(=O)COc2cccc(Oc3ccccc3)c2)cc1S(=O)(=O)N1CCOCC1,/,12.5%,-13.7%,-3.4%,/,-17.2%,-8.5%,/,-3.5%,-7.5%
CCCC(=O)NNC(=O)CC(=O)Nc1ccccc1C(=O)O,1.3%,-1.9%,-1.8%,10.1%,3.5%,14.1%,-1.4%,-14.3%,-0.5%,-1.5%
CSc1ccc(CN(C)C(=O)C(Cc2ccccc2)NC(=O)c2ccccc2)cc1 (stereo not given),2.1%,22.7%,?,1.0%,16.1%,-40.0%,?,?,?,21.4%
CCCNC(=O)CC(NS(=O)(=O)c1ccc(NC(C)=O)cc1)C(C)C (stereo not given),-5.1%,6.1%,-0.7%,2.8%,-12.8%,-30.6%,1.4%,-0.1%,2.7%,-1.9%
Cc1cccc(NC(=O)c2nc[nH]c2C(=O)Nc2cccc(C)c2)c1,7.6%,-6.8%,-0.1%,-2.9%,2.82µM*,-30.8%,-0.1%,1.41µM*,-5.4%,-4.5%
COc1ccc(C2CCCN2C(=S)Nc2cccc(Cl)c2C)cc1OC (stereo not given),-4.1%,-1.0%,3.0%,-11.8%,?,-24.2%,-4.1%,?,-7.9%,0.1%
CCN1C(=O)/C(=C2/C=Cc3ccccc3N2CC)SC1=S,?,1.1%,-16.9%,-7.0%,11.3%,-18.5%,-0.3%,1.2%,0.5%,-1.4%
COc1ccc2[nH]c3c(c2c1)CCN1C(=O)C(CC(=O)NCC24CC5CC(CC(C5)C2)C4)C[C@H](C(=O)N2CCCCC2)[C@@]31C (stereo not given in full),/,4.5%,/,?,/,-9.7%,/,/,-8.4%,/
Cc1ccccc1C(=O)NC(=S)Nc1ccc2[nH]c(=O)[nH]c2c1,?,0.5%,-0.2%,-5.0%,-8.7%,10.4%,-2.2%,25.6%,-0.6%,-2.8%
O=C1CNC(=S)N1CCc1ccc(O)c(O)c1,-8.1%,-0.9%,3.8%,-4.2%,0.2%,-4.8%,-0.3%,25.8%,4.6%,-8.7%

# High-throughput results deposited in PubChem BioAssay by National Center for Advancing Translational Sciences (NCATS).
